Screening results: PubChem, Sanford-Burnham Center for Chemical Genomics
APOBEC3G inh: APOBEC3G DNA deaminase inhibitors, primary screen, biochemical, fluorescence, single-stranded DNA substrate, uHTS; inhibition, % at 20 µM; actives 0.28% (n = 330,000); recombinant A3G, ssDNA deamination FAM/TAMRA fluorescence; DNA dC->dU-editing enzyme APOBEC-3G (Homo sapiens), Q9HC16;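 active = inhibition of at least 40% at 20 µM, with no more than 30% in the related APOBEC3A deaminase screen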;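 also: plate controls were DMSO wells with A3G for no effect and wells lacking A3G enzyme for full effect; some compounds called inactive have numbers as strong as hits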
Target sequence (Q9HC16 whole entry, looked up): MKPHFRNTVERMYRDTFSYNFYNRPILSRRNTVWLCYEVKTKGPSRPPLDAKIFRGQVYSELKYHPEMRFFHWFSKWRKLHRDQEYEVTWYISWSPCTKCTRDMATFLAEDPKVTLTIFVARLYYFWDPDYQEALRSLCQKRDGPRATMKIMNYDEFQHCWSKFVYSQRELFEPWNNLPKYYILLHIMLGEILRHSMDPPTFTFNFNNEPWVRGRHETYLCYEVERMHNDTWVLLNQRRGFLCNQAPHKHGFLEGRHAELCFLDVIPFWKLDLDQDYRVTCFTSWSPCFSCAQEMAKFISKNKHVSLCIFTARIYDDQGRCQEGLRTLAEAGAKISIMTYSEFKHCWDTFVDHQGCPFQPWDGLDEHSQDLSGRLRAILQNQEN
mIAP act: activators of mouse IAP, primary screen, biochemical, luminescence, uHTS; actives 0.24% (n = 330,000); AID 2805, 2010; intestinal alkaline phosphatase [Mus musculus]; muIAP, CDP-Star luminescence, 30 min; active compounds read high; 1 = vehicle-only enzyme signal, 0 = enzyme-free wells; activation factor at 10 µM;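 active = activation factor of at least 2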; also: the source names both 10 and 20 µM as test concentration; values of inactives mirror those of a sister screen read the other way
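Assay system: mouse IAP enzyme; reagent: chemiluminescent substrate CDP-Star; dosing: test compounds delivered from DMSO solution; schedule: 30 min at room temperature; measured by: luminescence from enzymatic CDP-Star hydrolysis; controls: DMSO-only wells and no-enzyme negative control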
mIAP block: inhibitors of mouse IAP, primary screen, biochemical, luminescence, uHTS | intestinal alkaline phosphatase [Mus musculus] | purified mouse IAP, CDP-Star luminescence, 30 min | inhibition, % at 10 µM | actives 0.2% (n = 330,000) | AID 2806, 2010;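 active = inhibition of at least 40% at 10 µM in the primary screen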;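 also: plate controls were DMSO with enzyme for no effect and no enzyme wells for full effect; values of inactives mirror those of a sister screen read the other way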
MIN6 prolif: inducers of MIN6 beta-cell proliferation, primary screen, ATP luminescence, uHTS; actives 0.29% (n = 330,000); MIN6 cells proliferation, ATPlite luminescence, 48 h; cells starved in 0.2% serum; 100% = growth in 10% serum; proliferation, % at 10 µM;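 active = compounds whose signal lies at least 3.5 SD above the mean of all wells on their plate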;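 also: 0% = DMSO-treated cells in low-serum medium and 100% = 10% serum control; some compounds called inactive have numbers as strong as hits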
tim10-1 inh: growth inhibitors of tim10-1 mutant yeast, primary screen, luminescence, uHTS; S. cerevisiae tim10-1 ts strain growth, BacTiter-Glo, 24 h; inhibition, % at 20 µM; actives 2.2% (n = 330,000); AID 463190, 2010;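 active = inhibition of at least 40%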;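 also: mutant grown at 25 °C; 0% = DMSO wells with yeast and 100% = wells holding no yeast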
TIM10 inh: growth inhibitors of isogenic TIM10 control yeast, primary screen, counter-screen for tim10-1 yeast inhibitor project, luminescence, uHTS; S. cerevisiae TIM10 strain growth, BacTiter-Glo luminescence, 24 h; inhibition, % at 10 µM; actives 1.4% (n = 330,000);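 active = inhibition of 40% or more at the single tested concentration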;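 also: wild-type TIM10 isogenic control strain grown at permissive 25 °C; 0% = DMSO yeast wells and 100% = minimal medium wells without yeast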
APOBEC3A inh: APOBEC3A ssDNA deaminase inhibitors, primary screen, selectivity assay for APOBEC3G inhibitor project, biochemical, FAM/TAMRA oligo cleavage fluorescence | recombinant A3A, FAM/TAMRA ssDNA deamination fluorescence | inhibition, % at 20 µM | actives 0.41% (n = 330,000) | AID 493011, 2011;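 active = at least 40% inhibition at 20 µM here, with at most 30% in a related deaminase screen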;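 also: plate controls were A3A with DMSO for no effect and wells lacking A3A enzyme for full effect; some results filed as inactive read as strong as hits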
Target sequence (P31941 whole entry, looked up): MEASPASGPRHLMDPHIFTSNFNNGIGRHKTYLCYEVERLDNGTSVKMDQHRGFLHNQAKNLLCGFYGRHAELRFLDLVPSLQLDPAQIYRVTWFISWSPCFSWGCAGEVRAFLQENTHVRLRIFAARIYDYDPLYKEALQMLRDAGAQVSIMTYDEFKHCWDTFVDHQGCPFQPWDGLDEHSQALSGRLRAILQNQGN
hIAP inh: human IAP inhibitors, primary screen, biochemical, luminescence, uHTS; Intestinal-type alkaline phosphatase (Homo sapiens), P09923; inhibition, % at 10 µM; actives 0.12% (n = 330,000); AID 2544, 2010; purified IAP, CDP-Star luminescence, 30 min;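 active = inhibition reaching a set limit with compound at 10 µM in the primary screen, cut at about 35% in these data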;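 also: plate controls were DMSO wells with enzyme for no effect and no-enzyme buffer wells for full effect; values of inactives mirror those of a sister screen read the other way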
NALP3 yeast inh: NALP3 inflammasome inhibitors in reconstituted yeast, primary screen, luminescence, uHTS | Yeast reconstituted NLRP3/ASC/caspase-1, beta-gal luminescence, 24 h | inhibition, % at 10 µM | actives 0.39% (n = 330,000);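 active = inhibition of 50% or more; inactive = inhibition below 50%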;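 also: plate controls were induced DMSO wells for no effect and uninduced yeast grown without galactose for full effect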
The depositor's hits bear a star. Compounds as they come; overall some 4.6% were active at least once.

`O=C(CSCC(=O)c1ccccc1)Nc1ccccc1Cl` gave APOBEC3G inh -1, mIAP act 1, mIAP block -4, MIN6 prolif -2, tim10-1 inh 17, TIM10 inh -6, APOBEC3A inh -2, hIAP inh 19 and NALP3 yeast inh 21.
`O=C(CSc1ccc2nnc(-c3ccncc3)n2n1)Nc1ccccc1F` gave APOBEC3G inh -6, mIAP act 1, mIAP block 0, MIN6 prolif -2, tim10-1 inh 4, TIM10 inh -7, APOBEC3A inh -4, hIAP inh 16 and NALP3 yeast inh 9.
`O=C(Nc1ncn[nH]1)c1ccccc1O` gave APOBEC3G inh -9, mIAP act 0.82, mIAP block 18, MIN6 prolif 2, tim10-1 inh -4, TIM10 inh 14, APOBEC3A inh -3, hIAP inh 29 and NALP3 yeast inh 15.
For OC[C@@H]1CCCN1Cc1nc(-c2cccs2)no1 the results were APOBEC3G inh -6, mIAP act 0.99, mIAP block 0, MIN6 prolif -1, tim10-1 inh 7, TIM10 inh 4, APOBEC3A inh 1, hIAP inh 3 and NALP3 yeast inh 13.
`COc1ccccc1-n1cnc2cc(NCc3cccs3)ccc21` gave APOBEC3G inh -3, mIAP act 1, mIAP block -4, MIN6 prolif -3, tim10-1 inh 45*, TIM10 inh 45*, APOBEC3A inh -1, hIAP inh -6 and NALP3 yeast inh 18.
For CC(C)CN(C(=O)COC(=O)C12CC3CC(CC(Cl)(C3)C1)C2)c1c(N)n(Cc2ccccc2)c(=O)[nH]c1=O the results were APOBEC3G inh -8, mIAP act 0.98, mIAP block 2, MIN6 prolif -4, tim10-1 inh -3, TIM10 inh -4, APOBEC3A inh -2, hIAP inh 2 and NALP3 yeast inh 20.
Screening COC(=O)c1cc2occc2n1CC(=O)Nc1ccc(OC)c(OC)c1OC returned APOBEC3G inh -1, mIAP act 1, mIAP block -2, MIN6 prolif 0, tim10-1 inh 14, TIM10 inh 12, APOBEC3A inh 2, hIAP inh -18 and NALP3 yeast inh 7.
`COc1ccc(S(=O)(=O)N2CCOc3ccccc32)cc1` gave APOBEC3G inh -8, mIAP act 1.1, mIAP block -8, MIN6 prolif -2, tim10-1 inh 3, TIM10 inh 13, APOBEC3A inh -3, hIAP inh -7 and NALP3 yeast inh 26.
For Cc1c(-n2c(SCC(C)C)nc3ccccc3c2=O)c(=O)n(-c2ccccc2)n1C the results were APOBEC3G inh -12, mIAP act 1, mIAP block 0, MIN6 prolif 5, tim10-1 inh 18, TIM10 inh 17, APOBEC3A inh 0, hIAP inh -2 and NALP3 yeast inh 5.
C=C(C)[C@@H]1CC=C(C(=O)O)CC1 was read as APOBEC3G inh -2, mIAP act 1, mIAP block -4, MIN6 prolif 2, tim10-1 inh 19, TIM10 inh 23, APOBEC3A inh -2, hIAP inh 8 and NALP3 yeast inh 2.
For CCOc1ccc(NS(=O)(=O)c2ccc(NC(=S)NC(=O)CC(C)C)cc2)cc1 the results were APOBEC3G inh -7, mIAP act 0.91, mIAP block 9, MIN6 prolif -4, tim10-1 inh 33, TIM10 inh 21, APOBEC3A inh -3, hIAP inh 6 and NALP3 yeast inh 15.
For CCc1cc(=O)oc2cc(C)cc(OCC(=O)N3CCC(C(=O)NC(C)C)(c4ccccc4)CC3)c12 the results were APOBEC3G inh -4, mIAP act 1.1, mIAP block -5, MIN6 prolif -1, tim10-1 inh 18, TIM10 inh 10, APOBEC3A inh -1, hIAP inh -5 and NALP3 yeast inh 8.
`COc1ccc(NC(=S)NCc2ccc3c(c2)OCO3)cc1` gave APOBEC3G inh -6, mIAP act 1.1, mIAP block -6, MIN6 prolif 1, tim10-1 inh -2, TIM10 inh -2, APOBEC3A inh -3, hIAP inh 5 and NALP3 yeast inh 3.
Screening CC(=O)Cc1nsc(NC(=O)c2ccc(Br)o2)n1 returned APOBEC3G inh -3, mIAP act 0.98, mIAP block 2, MIN6 prolif -3, tim10-1 inh 30, TIM10 inh 8, APOBEC3A inh 0, hIAP inh -13 and NALP3 yeast inh 16.
CN(C(=O)COc1nnc(-c2cccs2)c(-c2cccs2)n1)c1ccccc1 was read as APOBEC3G inh -5, mIAP act 1.1, mIAP block -9, MIN6 prolif -1, tim10-1 inh 47*, TIM10 inh 13, APOBEC3A inh -11, hIAP inh -23 and NALP3 yeast inh -9.
Screening COc1ccc(Cc2nnc(NC(=O)CSc3ccc(C)cc3)s2)cc1 returned APOBEC3G inh -8, mIAP act 0.89, mIAP block 11, MIN6 prolif 0, tim10-1 inh 9, TIM10 inh -10, APOBEC3A inh -2, hIAP inh 9 and NALP3 yeast inh 22.
Screening CC(=O)C1=C(O)C(=O)N(c2cccnc2)C1c1cccc([N+](=O)[O-])c1 (stereo not drawn) returned APOBEC3G inh -4, mIAP act 0.93, mIAP block 7, MIN6 prolif -1, tim10-1 inh -5, TIM10 inh 4, APOBEC3A inh -1, hIAP inh -6 and NALP3 yeast inh 12.
CCC(=O)Nc1cc(NC(=O)CSc2ncc(-c3ccc(F)cc3)n2Cc2ccco2)ccc1C was read as APOBEC3G inh -11, mIAP act 1.1, mIAP block -7, MIN6 prolif 0, tim10-1 inh 24, TIM10 inh 14, APOBEC3A inh -3, hIAP inh -15 and NALP3 yeast inh 10.
`CN(C(=O)CSc1nc2cc(C(=O)O)ccc2c(=O)n1Cc1ccccc1)C1CCS(=O)(=O)C1` (stereo not drawn) gave APOBEC3G inh -6, mIAP act 0.95, mIAP block 5, MIN6 prolif -4, tim10-1 inh -5, TIM10 inh 8, APOBEC3A inh -3, hIAP inh 7 and NALP3 yeast inh 5.
`OCCNC(=S)NC1CCCCC1` gave APOBEC3G inh -3, mIAP act 0.96, mIAP block 4, MIN6 prolif 4, tim10-1 inh 1, TIM10 inh 5, APOBEC3A inh -3, hIAP inh 3 and NALP3 yeast inh 0.
For COc1ccccc1NC(=O)N1CCCC(CNC(=O)c2ccccc2Cl)C1 (stereo not drawn) the results were APOBEC3G inh -2, mIAP act 1, mIAP block -1, MIN6 prolif -2, tim10-1 inh 8, TIM10 inh 8, APOBEC3A inh -2, hIAP inh -21 and NALP3 yeast inh 17.
`CCOC(=O)c1ccc2[nH]c(C)cc(=O)c2c1` gave APOBEC3G inh -4, mIAP act 0.93, mIAP block 7, MIN6 prolif -2, tim10-1 inh -6, TIM10 inh 5, APOBEC3A inh 1, hIAP inh 19 and NALP3 yeast inh -4.
`COc1ccc(CCNC(=O)CSc2nnc(CNC(=O)c3cccs3)o2)cc1OC` gave APOBEC3G inh -2, mIAP act 0.91, mIAP block 9, MIN6 prolif -3, tim10-1 inh 5, TIM10 inh -8, APOBEC3A inh 0, hIAP inh 14 and NALP3 yeast inh 4.
COCCN(C(=O)c1cc(-c2ccco2)nc2ccccc12)c1c(N)n(Cc2ccccc2)c(=O)[nH]c1=O was read as APOBEC3G inh 25, mIAP act 0.91, mIAP block 9, MIN6 prolif -1, tim10-1 inh -17, TIM10 inh -4, APOBEC3A inh 46*, hIAP inh 4 and NALP3 yeast inh 11.
`S=C(Nc1ccc(Nc2ccccc2)cc1)NC1CCCCCC1` gave APOBEC3G inh -4, mIAP act 1.2, mIAP block -19, MIN6 prolif -6, tim10-1 inh 43*, TIM10 inh 28, APOBEC3A inh -1, hIAP inh -3 and NALP3 yeast inh 16.
For NC1=NC(=O)/C(=C\c2cccnc2)S1 the results were APOBEC3G inh -4, mIAP act 0.98, mIAP block 2, MIN6 prolif 1, tim10-1 inh 12, TIM10 inh 14, APOBEC3A inh 2, hIAP inh 10 and NALP3 yeast inh 12.
`COc1ccc(CNC(=O)C2CCCN(S(=O)(=O)c3cc(C)ccc3OC)C2)cc1` (stereo not drawn) gave APOBEC3G inh -2, mIAP act 0.95, mIAP block 5, MIN6 prolif -2, tim10-1 inh 24, TIM10 inh 9, APOBEC3A inh 2, hIAP inh -4 and NALP3 yeast inh 9.
For CN1CCN(C(=S)c2ccc(-c3cccc([N+](=O)[O-])c3)o2)CC1 the results were APOBEC3G inh -6, mIAP act 0.85, mIAP block 15, MIN6 prolif -2, tim10-1 inh -3, TIM10 inh -2, APOBEC3A inh -3, hIAP inh -18 and NALP3 yeast inh 13.
O=C(CN1CCN(c2ccc(O)cc2)CC1)N(C1CC1)C1CCS(=O)(=O)C1 (stereo not drawn) was read as APOBEC3G inh 1, mIAP act 0.86, mIAP block 14, MIN6 prolif -2, tim10-1 inh -10, TIM10 inh -2, APOBEC3A inh 0, hIAP inh -2 and NALP3 yeast inh 12.
Screening O=C(Nc1cccc(F)c1)N1CCCCCC1 returned APOBEC3G inh -3, mIAP act 1.1, mIAP block -6, MIN6 prolif -3, tim10-1 inh -16, TIM10 inh -3, APOBEC3A inh -1, hIAP inh 5 and NALP3 yeast inh 7.
For CCN(C(C)=O)N(CC)c1nc(Cl)nc(NC(C)C)n1 the results were APOBEC3G inh -6, mIAP act 0.99, mIAP block 1, MIN6 prolif -2, tim10-1 inh 7, TIM10 inh 5, APOBEC3A inh 15, hIAP inh -18 and NALP3 yeast inh 8.
Screening Cc1cccc(NC(=O)C2CCCN(c3cnccn3)C2)c1 (stereo not drawn) returned APOBEC3G inh -4, mIAP act 1, mIAP block -4, MIN6 prolif -3, tim10-1 inh -9, TIM10 inh -4, APOBEC3A inh -1, hIAP inh 3 and NALP3 yeast inh 19.
`COc1ccc(NC(=O)Nc2ccc3c(c2)N(C)C(=O)CS3)cc1Cl` gave APOBEC3G inh -3, mIAP act 1.9, mIAP block -88, MIN6 prolif -5, tim10-1 inh 0, TIM10 inh 2, APOBEC3A inh -3, hIAP inh -13 and NALP3 yeast inh 2.
Screening C/C(=N\NC(=S)NCc1ccccc1)c1ccc(C(C)(C)C)cc1 returned APOBEC3G inh -1, mIAP act 1, mIAP block -1, MIN6 prolif -3, tim10-1 inh 42*, TIM10 inh 28, APOBEC3A inh 0, hIAP inh 5 and NALP3 yeast inh 21.
Screening Cc1ccnc(NC2c3ccccc3C(=O)N2Cc2ccccc2Cl)c1 (stereo not drawn) returned APOBEC3G inh -6, mIAP act 1, mIAP block -4, MIN6 prolif 1, tim10-1 inh 0, TIM10 inh 6, APOBEC3A inh -4, hIAP inh -11 and NALP3 yeast inh 13.
Cc1noc(C)c1NC(=O)N(C)C[C@H]1Oc2ccc(NC(=O)Nc3ccc4c(c3)OCO4)cc2C(=O)N([C@H](C)CO)C[C@@H]1C was read as APOBEC3G inh -5, mIAP act 1.2, mIAP block -18, MIN6 prolif -1, tim10-1 inh 1, TIM10 inh 2, APOBEC3A inh 2, hIAP inh 7 and NALP3 yeast inh 22.
